DT40 TDP1 no CPT: qHTS for Inhibitors of human tyrosyl-DNA phosphodiesterase 1 (TDP1): qHTS in cells in absence of CPT; Potency, µM (top dose mostly 46.2 µM), for the others: top-dose activity change, negative = growth inhibition, most hits filed as inhibitors; AID 686978, 2013; 420,000 tested, 15% active; DT40 Tdp1-/- hTDP1 cells, no CPT, ATP luminescence, 48 h; further: nearly all actives have a fitted effect of over 55% in size
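Chicken DT40 Tdp1-/- cells complemented with human TDP1, screened without camptothecin (DMSO vehicle only), 400 cells/well. Compounds pin-transferred, cells incubated at 37 °C for at least 48 hr. Growth read as ATP-dependent luminescence (CellTiter-Glo, 30 min at RT).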
GCN5L2 inh: inhibitors of human GCN5L2 histone acetyltransferase; Q92830; GCN5L2 HAT assay, ThioGlo1 CoA-SH fluorescence; Potency, µM (titrated, usually from 58.9 µM), for the others: top-dose activity change, negative = inhibition, actives largely listed as inhibitors; 390,000 tested, 0.21% active; AID 504327
Target sequence (Q92830 whole entry, looked up): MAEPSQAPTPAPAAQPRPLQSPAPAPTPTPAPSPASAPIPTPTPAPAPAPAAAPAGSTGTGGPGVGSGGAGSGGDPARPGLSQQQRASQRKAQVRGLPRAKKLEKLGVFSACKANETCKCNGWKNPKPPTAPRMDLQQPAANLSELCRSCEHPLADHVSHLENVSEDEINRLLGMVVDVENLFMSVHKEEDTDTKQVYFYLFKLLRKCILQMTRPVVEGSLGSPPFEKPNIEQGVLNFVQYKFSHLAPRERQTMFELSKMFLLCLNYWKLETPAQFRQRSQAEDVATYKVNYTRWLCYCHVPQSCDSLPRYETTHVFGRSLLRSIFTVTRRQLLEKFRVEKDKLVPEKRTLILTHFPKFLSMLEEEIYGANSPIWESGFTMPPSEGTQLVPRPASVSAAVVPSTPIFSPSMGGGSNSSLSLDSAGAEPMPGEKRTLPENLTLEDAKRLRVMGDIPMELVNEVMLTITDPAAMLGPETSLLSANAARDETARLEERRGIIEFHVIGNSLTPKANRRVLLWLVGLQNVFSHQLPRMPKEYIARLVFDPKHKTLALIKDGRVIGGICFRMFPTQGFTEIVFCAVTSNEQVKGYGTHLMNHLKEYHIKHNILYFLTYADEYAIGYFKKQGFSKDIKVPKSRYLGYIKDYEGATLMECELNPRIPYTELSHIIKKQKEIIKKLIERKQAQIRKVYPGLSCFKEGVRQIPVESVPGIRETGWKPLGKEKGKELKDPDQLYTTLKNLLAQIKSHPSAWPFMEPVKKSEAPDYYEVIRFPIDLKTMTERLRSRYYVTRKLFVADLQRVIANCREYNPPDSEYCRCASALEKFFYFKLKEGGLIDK
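Fluorescence readout, Ex340nm/Em540nm: ThioGlo1 (50uM final) reacts with free CoA thiol released as 20nM GCN5L2 acetylates H3(1-25) peptide (75uM) using acetyl-CoA (70uM). Compound and enzyme sat 15 min beforehand; 20 min room-temperature reaction.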
DT40 TDP1 CPT: DT40-hTDP1 cell growth loss with CPT | 420,000 tested, 12% active | Potency, µM (titrated, usually from 46.2 µM), for the others: at the highest dose activity change, negative = growth inhibition, most hits filed as inhibitors | chicken DT40 Tdp1-/-;hTDP1 cells + 20 nM CPT, ATP luminescence, 48 h; further: nearly all actives have a fitted effect of over 55% in size
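Chicken DT40 Tdp1-/- cells complemented with human TDP1, 400 cells/well, exposed to compounds plus 20 nM camptothecin for at least 48 h at 37 C; viability read as ATP content by CellTiter-Glo luminescence.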
* marks the source's active call; other numbers are inactive results; u = inconclusive; x = no result given; & = joins results of further samples; [ ] = remark or other dose. The call rests on the fitted dose curve; in most records, active means well fitted curve in the direction sought with a large enough effect; inconclusive means small, poorly fitted or top-dose-only effect, or another doubt; inactive means no such curve, though single readings can be large; an effect the other way counts as inactive or inconclusive. On the % scale 0 is the no-effect control and ±100 the full control effect; potency means the concentration at half of the fitted maximal effect. These rows are one share of the data (hit frequency here may not be typical).

Structure | DT40 TDP1 no CPT | GCN5L2 inh | DT40 TDP1 CPT
COc1ccc(CCNC(=O)c2ccc3c(c2)N(Cc2c(F)cccc2Cl)C(=O)CS3)cc1OC | 9.2µM* | -3% | 8.2µM*
Cc1cc(C)c2c(-n3cccc3)c(C(=O)NNS(=O)(=O)c3ccc(Cl)cc3)sc2n1 | -12% | -5% | -5%
O=C(COC(=O)c1cc(-c2cccs2)nn1-c1ccccc1)Nc1cc([N+](=O)[O-])ccc1Cl | -10% | -11% | 9%
COc1ccccc1C1C=C(c2ccc(Cl)cc2)Nc2nc(-c3ccc(Cl)cc3)nn21 (centres undefined) | u | -8% | 16µM*
CN1C(=O)C2(c3ccccc31)N(C)CC(c1ccccc1)C21SC(=S)N(Cc2ccco2)C1=O (centres undefined) | 9.2µM* | -9% | u
COc1cc(C2C3=C(CC(c4ccco4)CC3=O)Nc3ccccc3N2C(C)=O)cc(OC)c1OC (centres undefined) | -13% | -4% | -15%
COc1ccc(CCNc2ncnc3c2cnn3-c2cccc(Cl)c2)cc1 | 26µM* | -5% | u
O=C1[C@@H]2CSCN2C(=O)CN1Cc1ccc(F)cc1 | 3% | 1% | -7%
COc1ccc(NC(=O)CSc2nc3c(c(=O)n(C)c(=O)n3C)n2C)c(OC)c1 | -29% | -9% | -11%
Cc1ccc(NC(=O)Cn2cc(C(=O)c3ccco3)c3ccccc32)cc1 | 15µM* | u | u
O=C(NCc1ccc(F)cc1)c1ccc(CS(=O)(=O)c2ccc(Cl)cc2)o1 | 16µM* | -7% | u
CC1(C(=O)NS(=O)(=O)Cc2ccccc2)CCN1C(=O)Cc1ccccc1 (centres undefined) | -12% | x | 5%
CCOc1ccc(CCNC(=O)COC(=O)CCc2cc(OC)c(OC)c(OC)c2)cc1OCC | -18% | -5% | -9%
CCN(CC(=O)NCc1cccs1)C(=O)c1cccc(S(=O)(=O)Nc2ccc(OC)cc2)c1 | -17% | 0% | -22%
O=C(NCc1ccccc1)C(=O)Nc1nccs1 | 1% | -3% | 21%
Cc1cccc(Nc2nc(N)nc(CN3CCN(c4ccc(F)cc4)CC3)n2)c1 | 16µM* | 1% | 18µM*
CC(C)N(CCNS(=O)(=O)c1ccc(Cl)cc1)C(C)C | 17% | -2% | -12%
O=c1cc(O)nc(SCc2ccccc2)n1-c1ccccc1 | 15%&4% | -6%&-18% | -15%&-2%
CN1CCN(c2ccc(NC(=O)CSc3nnnn3-c3ccccc3Cl)cc2)CC1 | u | -5% | -24%
COc1ccc(OCCSc2nnc(C)n2-c2ccccc2)cc1 | 26µM* | -1% | 29µM*
CSCCC(NC(=O)c1cccc(S(=O)(=O)N2CCOCC2)c1)c1nc2ccccc2[nH]1 (centres undefined) | -29% | -5% | -2%
COc1ccccc1NC(=O)c1ccc2nc(C)sc2c1 | -16% | 0% | -2%
Cc1cc(NC(=O)CN2CCc3ccccc3C2)nc2c1c(=O)oc1ccccc12 | 18µM* | -1% | 21µM*
O=C(Cn1cnc([N+](=O)[O-])c1)NCc1ccc(F)cc1 | -18% | -1% | -9%
N=c1oc2ccc(Br)cc2cc1C(=O)NC1CCCCCC1 | 9.2µM* | -1% | 16µM*
Cc1nc2[nH]c(=O)[nH]c(=O)c2[nH]1 | -20%[9.04 µM] | x | 11%[9.04 µM]
Cc1cccc(C(C)C)c1NC(=O)c1ccc(COc2ccc3c(C)cc(=O)oc3c2)cc1 | u | -4% | u
COCCN(CCOC)C(=O)C1CCN(c2ccc(S(=O)(=O)N3CCOCC3)cc2[N+](=O)[O-])CC1 | -8% | -3% | -3%
CC(C)[C@H](NC(=O)c1cccc(CN(Cc2ccccc2)C(=O)/C=C/c2ccccc2)c1)C(=O)O | -8% | x | 1%
Cc1nn(Cc2ccc(Cl)c(Cl)c2)c(C)c1NC(=O)c1noc2c1CCCCC2 | 13µM* | 6% | 12µM*
CCN(CC(=O)NCc1ccco1)S(=O)(=O)c1ccc(F)cc1 | -12% | -5% | 0%
CCOC(=O)Cn1c(=O)c2c(nc(Br)n2Cc2ccc(Cl)cc2)n(C)c1=O | 9.2µM* | -6% | 13µM*
O=C(COC(=O)c1ccccc1OCc1ccccc1Cl)NCC1CCCO1 (centres undefined) | u | -1% | u
CC(=O)Nc1ccc(S(=O)(=O)NCCc2ccc(S(N)(=O)=O)cc2)cc1 | -2% | u | 4%
CC(C)(C)c1cnnn1-c1ccc(C(=O)CCl)cc1 | 1.8µM* | -17% | 1.3µM*
CCNC(=O)CSc1nnc(-c2cc(-c3ccc(Cl)cc3)nc3ccccc23)o1 | -26% | 9% | 25%
CCOc1cc(Cl)c(S(=O)(=O)NCCCN2CCOCC2)cc1Cl | u | -1% | u
COc1ccc(CC(N)c2csc(NC(=O)c3cccs3)n2)cc1 (centres undefined) | 23µM* | x | 18µM*
C/C(=N\NC(=O)CC1(C)OCCO1)c1cccs1 | -1% | 3% | -2%
Cc1cc(C)c(NC(=O)COc2nc3ccccc3nc2C)c(C)c1 | u | 2% | u
S=c1[nH]nc(Cc2ccccc2)n1-c1ccc(Cl)cc1 | 6% | 0% | 13%
C1CC(CN2CCOCC2)CN(c2nc3nonc3nc2N2CCSCC2)C1 (centres undefined) | 5% | -7% | 2%
O=C(CN1CCN(S(=O)(=O)c2ccc(Br)s2)CC1)N1CCCCC1 | -25% | -5% | u
O=C1/C(=C/c2cccnc2)SC(=S)N1NS(=O)(=O)c1ccccc1 | -9% | u | 0%
Cc1cc(=O)[nH]c(SCC(=O)NCC2CCCO2)n1 (centres undefined) | 25% | -4% | -7%
O=C(NC(=S)Nc1ccc2oc(-c3ccncc3)nc2c1)c1ccccc1F | -21% | -1% | -4%
N#CC1=C(N)Oc2n[nH]c(-c3ccccc3)c2C12C(=O)Nc1ccccc12 (centres undefined) | -26% | -5% | 1%
COc1ccccc1-n1cnnc1SCC(=O)Nc1cccnc1Cl | -1% | -2% | 0%
O=C(N/N=C(/CC(=O)c1cccs1)C(F)(F)F)c1ccc(O)cc1 | -25% | -3% | 22%
Cc1nn2c3c(cnc2c1-c1ccc(Cl)cc1)C(=O)CC(c1ccco1)C3 (centres undefined) | -12% | -7% | u

Later entries.
Structure | DT40 TDP1 no CPT | GCN5L2 inh | DT40 TDP1 CPT
Cc1occc1C(=O)Nc1nnc(-c2ccncc2)s1 | 1% | -5% | 10%
Cc1ccc(C(=O)NC(=S)Nc2ccc(N3CCOCC3)cc2)cc1C | 15µM* | -4% | u
CCOc1ccc2[nH]cc(C(=O)N3CCN(C4CCCCC4)CC3)c(=O)c2c1 | -12% | x | 0%
CC(C)(C)OC(=O)NCCCCC1=CC2=CC(=O)C(C)(O)C(=O)C2=CO1 (centres undefined) | -3% | x | -5%
Cc1c(CC(=O)N2CCCCC2)c(=O)oc2cc3occ(C(C)(C)C)c3cc12 | u | -2% | u
Clc1cncc(Cl)c1N/N=C/c1ccccc1 | -17% | -2% | 16%
Cc1cc(C)cc(N2C(=O)CSC2c2cccs2)c1 (centres undefined) | -3% | -7% | -6%
CC(C)(C)OC(=O)C[C@@H]1C/C=C\C[C@H](CC(=O)N(CCO)Cc2ccccc2)C(=O)NCCOC1=O | -24% | 0% | -26%
C/C(=N\NC(=O)c1cc(C(C)C)[nH]n1)c1ccncc1 | 6% | -1% | 30%[activator]
O=C(O)CCCNS(=O)(=O)c1ccc2ccccc2c1 | -8% | -1% | -5%
COc1ccc(C2C=C(c3ccccc3)Nc3nc(NS(=O)(=O)c4ccc(C)cc4)nn32)cc1 (centres undefined) | -19% | -2% | -12%
COc1ccc(C(C)=O)cc1CN1C(=O)C(C)ON=C1c1ccccn1 (centres undefined) | 0% | x | 1%
COCCN(C(=O)CSc1ncc(C(F)(F)F)cc1Cl)c1c(N)n(Cc2ccccc2)c(=O)[nH]c1=O | 5% | 0% | -2%
O=C(NCC(=O)N1CCN(C(c2ccccc2)c2ccccc2)CC1)c1ccc(Br)o1 | u | -27% | u
CC1(C)NC(=O)N(CC(=O)OCC(=O)Nc2cccc(S(N)(=O)=O)c2)C1=O | 1% | -3% | 0%
C[C@@H]1CN([C@@H](C)CO)C(=O)c2cc(Br)cnc2O[C@H]1CN(C)Cc1cccnc1 | -25% | x | -16%
CC1CCCC(C)N1C(=O)c1cc(-c2ccc3c(c2)OCO3)on1 (centres undefined) | 26µM* | -7% | u
O=C(COc1ccc(C2SCCS2)cc1)NNC(=O)C(Cl)Cl | -22% | -4% | -2%
Cc1ccc(NC(=O)c2cccc(S(=O)(=O)N(C)C3CCCCC3)c2)nc1 | u | -4% | u
CCOC(=O)c1nc(NCc2ccccc2)c2ccccc2n1 | u | -6% | u
CCS(=O)(=O)c1nc(S(=O)(=O)c2ccc(Cl)cc2)c(NCCOC)s1 | -3% | -14% | -20%
CC1CCCC(C)N1C(=O)CSc1nnnn1-c1cccc2c1CCCC2 (centres undefined) | u | 31% | -26%
COc1ccc(NC(=S)Nc2ccccc2Cl)cn1 | 2% | -2% | -23%
O=C(Cc1ccccc1[N+](=O)[O-])NNC(=O)Nc1ccc2c(c1)OCO2 | -3% | 0% | 3%
Brc1ccc(C2NCCS2)cc1 (centres undefined) | -2% | -1% | -3%
COc1ccc(-c2oc3c(c2C#CC(C)(C)O)C(OCCO)CC3)cc1 (centres undefined) | u | x | u
COc1ccccc1CN1CCC2(CC1)CCN(C(=O)c1ccco1)CC2 | -5% | -3% | 18%
O=C(NC(=S)N1CCN(c2ccc([N+](=O)[O-])cc2Cl)CC1)c1ccco1 | 16µM* | 1% | 21µM*
CCn1c(C)cc(C=C2C(=O)c3ccccc3C2=O)c1C | u | 6% | u
Cc1ccccc1CSc1nnc(NC(=O)Cc2cccs2)s1 | -7% | -3% | 6%

Arranged by molecular weight (lowest first): some entries from above
Structure | DT40 TDP1 no CPT | GCN5L2 inh | DT40 TDP1 CPT
COc1ccc(NC(=S)Nc2ccccc2Cl)cn1 | 2% | -2% | -23%
COc1ccc(-c2oc3c(c2C#CC(C)(C)O)C(OCCO)CC3)cc1 (centres undefined) | u | x | u
O=C(Cc1ccccc1[N+](=O)[O-])NNC(=O)Nc1ccc2c(c1)OCO2 | -3% | 0% | 3%
Cc1ccccc1CSc1nnc(NC(=O)Cc2cccs2)s1 | -7% | -3% | 6%
COc1ccccc1CN1CCC2(CC1)CCN(C(=O)c1ccco1)CC2 | -5% | -3% | 18%
CC1CCCC(C)N1C(=O)CSc1nnnn1-c1cccc2c1CCCC2 (centres undefined) | u | 31% | -26%
CCS(=O)(=O)c1nc(S(=O)(=O)c2ccc(Cl)cc2)c(NCCOC)s1 | -3% | -14% | -20%

Continued:
Structure | DT40 TDP1 no CPT | GCN5L2 inh | DT40 TDP1 CPT
Cc1cc(NC(=O)c2ccc(-c3ccc(Br)cc3)o2)cc(-c2nc3ncccc3o2)c1O | -15% | -16% | -23%
CCOC(=O)C1CCCN(Cc2cccs2)C1 (centres undefined) | 3% | -7% | -4%
O=C1CCC(C(=O)OCc2cc(Cl)ccc2OC(F)F)N1 (centres undefined) | u | -7% | u
O=S(=O)(Nc1ccc(Cl)cc1NS(=O)(=O)c1ccccc1)c1ccccc1 | u | x | u
O=C(O)CCn1nnc2ccccc21 | 4% | -30% | 10%
COc1cccc(NC(=O)CSc2ccc(-c3sc(C)nc3C)nn2)c1 | 15µM* | -6% | 15µM*
COc1cccc(C(=O)NCCSc2ccc(Br)cc2)c1 | -16% | -7% | 11%
CC(=O)Nc1cccc(NC(=O)Nc2cccc(Cl)c2C)c1 | -23% | 22% | -7%
CCOC(=O)N1CCc2c(sc3nc[nH]c(=O)c23)C1 | -5% | -19% | -15%
Cc1ccccc1N1C(=O)CC(c2c[nH]c3ccccc23)C1=O (centres undefined) | -14% | -4% | -7%
O=C1c2ccccc2C(Nc2ccc3nc(-c4cccnc4)[nH]c3c2)N1Cc1ccco1 (centres undefined) | 7.3µM* | -4% | 9.2µM*
CC1=C(C(=O)N2CCOCC2)CC(CC(=O)NCCCCc2ccccc2)C(=O)N1Cc1ccc(C(C)(C)C)cc1 (centres undefined) | 16µM* | x | 23µM*
Cc1nn(-c2ccc3nncn3n2)c(C)c1CCC(=O)Nc1ccc(OC(F)(F)F)cc1 | u | 0% | u
CCOc1ccc(C(=O)NC2CCN(C(=S)Nc3ccccc3C)CC2)cc1 | 13% | 3% | -21%

Compound activity (PubChem)
